HCMV antiviral: qHTS Assay for inhibitors of the human cytomegalovirus (HCMV) | HFF cells, HCMV-luciferase reporter, 72 h; hits give low values | activity change, negative = inhibition, % at 57.5 µM | hit rate 4.5% among 410,000 | AID 1259415, 2018; in the data active = activity change below about -60%; inconclusive = no clear call, values can overlap the other calls; inactive = above about -39%
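Screen run at 2 compound doses on HFFs infected with reporter HCMV, MOI 1 PFU/cell. Luciferase activity from cell lysates at 72 h post infection gave inhibition relative to buffer-only and Salinomycin wells.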
AmpC detergent: qHTS Inhibitors of AmpC Beta-Lactamase (assay with detergent) | AID 485294, 2010 | AmpC hydrolysis of nitrocefin, absorbance 480 nm, 0.01% Triton | P00811 | Potency, µM (top dose mostly 114 µM), inactives show top-dose activity change, negative = inhibition, usual class: inhibitors | hit rate 0.041% among 370,000;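 note: potency is the fitted concentration of half-maximal effect; 0% = no-compound wells and -100% = no-enzyme wells; nearly all actives have a fitted effect of over 25% in size; some results filed as inactive show a strong effect at the top dose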
Target sequence (P00811 whole entry, looked up): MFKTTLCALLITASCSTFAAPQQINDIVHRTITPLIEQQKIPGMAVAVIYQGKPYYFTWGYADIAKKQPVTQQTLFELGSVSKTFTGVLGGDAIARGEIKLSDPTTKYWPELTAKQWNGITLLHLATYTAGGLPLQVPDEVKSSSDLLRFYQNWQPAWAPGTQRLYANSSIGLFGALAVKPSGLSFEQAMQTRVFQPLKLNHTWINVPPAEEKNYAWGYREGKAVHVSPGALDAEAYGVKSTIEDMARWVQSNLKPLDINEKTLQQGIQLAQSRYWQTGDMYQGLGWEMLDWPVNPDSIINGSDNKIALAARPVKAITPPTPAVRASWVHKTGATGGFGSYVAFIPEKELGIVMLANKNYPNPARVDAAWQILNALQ
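20 mM phosphate pH 7.0 + 0.01% (detergent screen) or 0.0001% Triton X-100; 5.3 nM AmpC reagent; cpd preinc 15 min RT; nitrocefin (800 uM stock) to start; A480 q20 s × 4 min; Activity was normalised to no-enzyme and no-compound control wells.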
TbPYK inhibitor: qHTS of Trypanosoma Brucei Inhibitors | pyruvate kinase (Trypanosoma brucei), Q57TT1 | TbPYK enzyme, Kinase-Glo Plus ATP luminescence, 45 min | hit rate 0.12% among 410,000 | Potency, µM (highest dose often 76.8 µM), inactives show at the top dose activity, negative = inhibition, usual class: inhibitors; note: potency is the fitted concentration of half-maximal effect; nearly all actives have a fitted effect of over 50% in size
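Glycolytic pyruvate kinase of T. brucei was incubated with substrate, test compound and 130 uM ADP for 45 minutes at room temperature. Luminescent Kinase-Glo Plus signal was measured after 10 minutes.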
Sm TGR block: qHTS Assay for the Inhibitors of Schistosoma Mansoni Peroxiredoxins; purified TGR, DTNB reduction, TNB absorbance 405 nm; Potency, µM (highest dose often 114 µM), inactives show at the highest dose activity change, negative = inhibition, usual class: inhibitors; Schistosoma mansoni thioredoxin glutathione reductase (TGR), Q962Y6; hit rate 3% among 360,000; note: potency is the fitted concentration of half-maximal effect; nearly all actives have a fitted effect of over 60% in size
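TGR 20 nM + NADPH 100 uM (dispensed conc.), cpd preinc 15 min RT; start with NADPH (500 uM addition) then DTNB (15 mM addition). Kinetic TNB absorbance, 405 nm filter. Four-parameter Hill fit across titration.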
AMA1 RON2 block: qHTS for Inhibitors of AMA1-RON; Towards Development of Antimalarial Drug Lead: Primary Screen; AID 720542, 2013; Potency, µM (titrated, usually from 58.2 µM), for inactives: at the top dose activity change, negative = inhibition, usual class: inhibitors; hit rate 0.2% among 360,000; AlphaScreen AMA1-biotinylated RON2 peptide binding; Plasmodium falciparum AMA1 (3D7) - RON2 peptide interaction;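 note: potency is the fitted concentration of half-maximal effect; 0% = vehicle wells and -100% = peptide control; nearly all actives have a fitted effect of over 45% in size; some results filed as inactive show a strong effect at the top dose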
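AMA1 (3D7) with his tag at 25 nM final met compounds first, then biotinylated RON2 peptide at 25 nM; detection used donor plus acceptor beads, 10 µg/mL apiece, read by AlphaScreen after 30 min at room temperature.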
AmpC no deterg: qHTS Inhibitors of AmpC Beta-Lactamase (assay without detergent); AmpC nitrocefin hydrolysis, absorbance 480 nm, 0.0001% Triton; Potency, µM (titrated, usually from 57.1 µM), for the others: at the highest dose activity change, negative = inhibition, most hits filed as inhibitors; P00811; hit rate 0.52% among 330,000;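 note: potency is the fitted concentration of half-maximal effect; plate controls were no compound for no effect and no enzyme for full effect; nearly all actives have a fitted effect of over 20% in size; some results filed as inactive show a strong effect at the top dose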
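AmpC (5.3 nM in the dispensed reagent) in 20 mM phosphate pH 7.0 with 0.01% (detergent screen) or 0.0001% Triton X-100 was preincubated with compounds for 15 min at room temperature. Nitrocefin was then added from an 800 uM solution, and hydrolysis was followed at 480 nm.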
LmPK inhibitor: qHTS Assay for Inhibitors of Leishmania Mexicana Pyruvate Kinase (LmPK) | hit rate 0.37% among 290,000 | purified LmPK, Kinase-Glo ATP luminescence, 1 h | Potency, µM (titrated, usually from 57.5 µM), for the others: at the top dose activity change, negative = inhibition, usual class: inhibitors | Q27686; note: potency is the fitted concentration of half-maximal effect
Target sequence (Q27686 whole entry, looked up): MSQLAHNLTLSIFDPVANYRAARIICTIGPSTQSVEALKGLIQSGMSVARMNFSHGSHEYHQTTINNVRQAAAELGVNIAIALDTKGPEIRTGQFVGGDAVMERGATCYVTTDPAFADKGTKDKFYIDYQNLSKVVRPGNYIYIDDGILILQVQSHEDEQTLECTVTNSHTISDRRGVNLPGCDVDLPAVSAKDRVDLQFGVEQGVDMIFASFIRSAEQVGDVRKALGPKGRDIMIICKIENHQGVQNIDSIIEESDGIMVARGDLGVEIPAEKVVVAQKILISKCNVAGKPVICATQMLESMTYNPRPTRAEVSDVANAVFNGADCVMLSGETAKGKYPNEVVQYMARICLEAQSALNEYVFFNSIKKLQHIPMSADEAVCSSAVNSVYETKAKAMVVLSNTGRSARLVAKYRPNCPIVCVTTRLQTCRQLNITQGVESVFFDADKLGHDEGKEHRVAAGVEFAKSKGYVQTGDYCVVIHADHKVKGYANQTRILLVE
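Purified LmPK (0.1 nM) with 0.5 mM PEP and 0.1 mM ADP in imidazole buffer pH 7.2 with MgCl2/KCl, 1 h at room temperature. ATP formed was read by luciferase luminescence and normalized to no-enzyme and uninhibited controls.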
Active calls of the source: *; ? = inconclusive; . = no result given; & = joins results of further samples; [ ] = another dose, or the depositor's remark. Unless noted, calls come from the whole dose curve; as a rule, active = well fitted curve in the direction sought with a large enough effect; inconclusive = small, poorly fitted or top-dose-only effect, or another doubt; inactive = no such curve, though single readings can be large; an effect the other way counts as inactive or inconclusive. Unless noted, % is set by controls: 0 for no effect and ±100 for the full control effect.

SMILES	HCMV antiviral	AmpC detergent	TbPYK inhibitor	Sm TGR block	AMA1 RON2 block	AmpC no deterg	LmPK inhibitor
O=C(NC(=S)NCCc1ccccc1)c1ccco1	-28.6	2.0%	-0.5%	-18.1%	-10.0%	-12.2%	-5.5%
O=C(Nc1ccccc1)Nc1ccc(F)c([N+](=O)[O-])c1	?	-2.5%	4.8%	-10.4%	-21.2%	-30.0%	-1.5%
CCS(=O)(=O)Nc1ccc(C2=NN(C(=S)Nc3ccccc3)C(c3ccco3)C2)cc1 (centres undefined)	123.2	?	0.5%	-19.6%	38.5%[activator]	-11.8%	-2.4%
CC(=O)Nc1ccccc1OCC(=O)NC(C)c1ccc(F)cc1 (centres undefined)	-17.8	-1.0%	-6.3%	-2.4%	-1.9%[2.32 µM]	-8.7%	-1.0%
CCCCOc1ccc(CNn2c(C)nc3ccccc3c2=O)cc1	?	-1.5%	-11.5%	7.0%	4.5%	-13.0%	-2.3%
OC(c1ccccc1)C(NCc1ccccc1)c1ccccc1 (centres undefined)	3.5	.	5.1%	.	-5.8%	.	.
COc1ccc(NC(=O)CCN2CCCCCC2)c(OC)c1	-25.4	?	-3.8%	0.5%	-1.4%	-12.5%	0.1%
Cn1ncc2c(NCc3ccccc3)nc(NCCCO)nc21	-36.1	?	-4.1%	-16.0%	-1.5%	-7.8%	11.2%
Nc1cc(N)nc(SCC(=O)NCC2CCCO2)n1 (centres undefined)	9.8	-6.8%	-7.9%	10.3%	1.6%	-20.7%	3.1%
CC(=O)c1c(C)[nH]c(C(=O)Nc2ccc(C)cn2)c1C	?	?	-0.8%	7.8%	8.1%	-34.0%	-13.0%
CC1=C(C(=O)N(C)C)CC(CC(=O)NCCN2CCOCC2)C(=O)N1CCC1=CCCCC1 (centres undefined)	35.6	.	2.3%	.	-5.0%	.	.
CCOC(=O)N1CCN(c2ccc(F)cc2[N+](=O)[O-])CC1	?	?	4.9%	14.2%	-12.2%	-2.4%	-2.4%
COc1ccccc1NC(=O)Nc1nc(CC(=O)Nc2ccc(F)cc2)cs1	-25.0	-11.7%	2.0%	-0.1%	16.1%	-22.1%	.
CC(=O)N1CCN(c2ccc(NC(=O)c3cccc([N+](=O)[O-])c3)cc2)CC1	30.3	?	6.9%	-5.2%	-4.0%	-9.4%	4.5%
Cc1cccc(NC(=O)Cn2nnc(-c3cccs3)n2)c1C	-5.1	-19.8%	-11.3%	4.0%	5.2%	-29.9%	-0.9%
Cn1c(=O)c2cccnc2c(=O)n1C	-21.0	.	-4.0%	.	27.8%	.	.
CCc1ccccc1NC(=O)C1=CC(c2ccc(OC)c(OC)c2)=NS(=O)(=O)N1C	15.6&2.4	-8.6%&22.2%	6.4%&2.1%	3.8%&-2.3%	-4.5%	-13.1%	-5.7%
CCN(CC)S(=O)(=O)c1cc(C(=O)Oc2cccc(-c3cnc4ccccc4n3)c2)ccc1OC	125.5	-11.3%	-0.9%	-5.4%	7.3%[2.32 µM]	-27.3%	0.5%
Cc1ccc(SCCOCCN2CC(C)OC(C)C2)cc1 (centres undefined)	?	7.0%	-1.7%	19.0%	-4.1%	44.2%	-3.0%
COc1ccc(OCc2ccc(-c3nc(C#N)c(N4CCC(C(N)=O)CC4)o3)o2)cc1	-4.9	21.1%	2.3%	-6.5%	.	.	.
O=C(CN1c2ccccc2Sc2ccccc21)N/N=C/c1ccc([N+](=O)[O-])cc1	47.5	-7.3%	-2.5%	-0.7%	?	-55.6%	0.1%
Cc1ccc(/C=N\NC(=O)C2COc3cc4ccccc4cc3O2)o1 (centres undefined)	57.1	24.5%	-3.9%	-1.0%	9.0%	-7.8%	2.4%
CC(=O)N/C(=C\c1ccc(F)cc1)C(=O)NC(Cc1ccccc1)C(=O)O (centres undefined)	-15.2	-6.1%	5.7%	-6.9%	-9.2%	-11.1%	6.4%
Cc1nn(-c2ccccc2)c2c1C(c1ccc(Cl)cc1)N(c1ccccc1)C(=O)N2 (centres undefined)	?	-3.0%	-0.9%	-8.6%	-2.8%	-4.8%	-1.0%
CCCCn1c(N)c(N(CCOC)C(=O)COC(=O)c2ccccc2OCC)c(=O)[nH]c1=O	-9.7	-5.9%	-6.4%	-32.5%	3.5%	1.4%	-1.9%
COC(=O)c1cc(CSc2nnc(NC3CCCCC3)s2)oc1C	-32.1	10.4%	-21.6%	44.7µM*	31.4%[activator]	-1.0%	1.8%
CC(C)(C)C(=O)Nc1nnc(COc2ccc(Cl)cc2)s1	-27.2	0.1%	0.2%	6.8%	10.6%	6.6%	-4.6%
COC(=O)CCC(=O)Nc1sc(C)c(C)c1C(N)=O	19.1	-9.1%	?	0.0%	2.0%	-9.9%	-8.3%
Cc1ccc(C2NC(=O)NC(O)(C(F)(F)F)C2C(=O)c2cccs2)o1 (centres undefined)	15.5	?	-5.9%	?	4.8%	-16.7%	-1.4%
O=[N+]([O-])c1ccc(S(=O)(=O)NCC(c2ccco2)N2CCc3ccccc3C2)cc1 (centres undefined)	1.7	?	-2.1%	-16.1%	-3.4%	-57.2%	.
Cc1ccc(C23CCC(=O)N2C(C(=O)O)CS3)c(C)c1 (centres undefined)	3.2	2.3%	-5.9%	24.6%	-15.6%	-18.5%	-4.3%
O=C1c2cccnc2C(=O)N1Cc1ccc2c(c1)OCO2	16.0	-6.6%	4.6%	0.9%	6.6%	-21.5%	1.4%
CC(=O)c1cccc(NC(=O)C2CC(c3ccc(F)cc3)=NO2)c1 (centres undefined)	-17.1	-8.5%	2.0%	-23.1%	-6.8%	-8.7%	11.9%
CCOC(=O)c1[nH]c(C)c(/C(O)=C2\C(=O)C(=O)N(CCN(C)C)C2c2ccncc2)c1C (centres undefined)	-18.2	?	-1.6%	-35.9%	8.2%	-4.2%	0.8%
CCCn1nnnc1SCC(=O)N1CCN(C(=O)c2ccco2)CC1	-17.5	4.2%	-1.1%	-6.4%	20.8%	4.3%	1.9%
Cc1ccc(-c2noc(CC(c3ccccc3)c3ccccc3)n2)cc1	-6.2	-1.4%	-1.4%	1.7%	63.9%[activator]	-27.0%	-1.6%

Among those listed so far, these have a Cl atom.
SMILES	HCMV antiviral	AmpC detergent	TbPYK inhibitor	Sm TGR block	AMA1 RON2 block	AmpC no deterg	LmPK inhibitor
Cc1nn(-c2ccccc2)c2c1C(c1ccc(Cl)cc1)N(c1ccccc1)C(=O)N2 (centres undefined)	?	-3.0%	-0.9%	-8.6%	-2.8%	-4.8%	-1.0%
CC(C)(C)C(=O)Nc1nnc(COc2ccc(Cl)cc2)s1	-27.2	0.1%	0.2%	6.8%	10.6%	6.6%	-4.6%

Some of the entries above in another layout.
CCOC(=O)c1[nH]c(C)c(/C(O)=C2\C(=O)C(=O)N(CCN(C)C)C2c2ccncc2)c1C (centres undefined)
  HCMV antiviral: -18.2	AmpC detergent: ?	TbPYK inhibitor: -1.6%	Sm TGR block: -35.9%	AMA1 RON2 block: 8.2%	AmpC no deterg: -4.2%	LmPK inhibitor: 0.8%

CC(=O)c1cccc(NC(=O)C2CC(c3ccc(F)cc3)=NO2)c1 (centres undefined)
  HCMV antiviral: -17.1	AmpC detergent: -8.5%	TbPYK inhibitor: 2.0%	Sm TGR block: -23.1%	AMA1 RON2 block: -6.8%	AmpC no deterg: -8.7%	LmPK inhibitor: 11.9%

New compounds follow:
SMILES	HCMV antiviral	AmpC detergent	TbPYK inhibitor	Sm TGR block	AMA1 RON2 block	AmpC no deterg	LmPK inhibitor
COc1cccc(OC)c1C(=O)OCC(=O)NCC(C)C	57.0	1.3%	-1.9%	8.2%	-3.0%	-15.1%	12.7%
O=C(/C=C/N1CCOCC1)c1ccc(-c2ccccc2)cc1	.	?	0.3%	?	-5.4%	-46.5%	-1.4%
COC(=O)[C@@H]1CCCN1C(=O)c1cc(COc2cccc3cccnc23)on1	-61.4*	-4.2%	-2.2%	-4.8%	-3.9%	18.6%	-6.5%
COc1ccc(N2CCN(c3ncnc4scc(-c5ccc(F)cc5)c34)CC2)cc1	-39.9	?	6.5%	-15.1%	12.6µM*	2.8%	-3.4%
Cc1ccccc1NC(=O)CCN1CCCCCC1	2.0	.	3.7%	.	-10.2%	.	.
Cc1nn(C)cc1CNC(=O)c1cccc(Br)c1	10.5	-2.8%	-5.5%	-4.4%	0.0%	-21.9%	-5.8%
COc1cc2[nH]c(C)c(-c3ccccc3)c(=O)c2cc1Cl	24.8	.	2.7%	.	3.9%	.	.
COCCNC(=O)CSc1ccccc1C(=O)O	10.9	-4.2%	-28.9%	-0.9%	4.3%	-14.3%	3.4%
CCCC1O[C@@H]2CC3C4CCC5=CC(=O)C=C[C@]5(C)C4C(OC(C)=O)C[C@]3(C)[C@]2(C(=O)COC(C)=O)O1 (some centres undefined)	-1.5	?	1.0%	-25.3%	-2.0%	238.8%[activator]	-3.6%
CC(=O)N(Cc1cc(=O)[nH]c2ccccc12)c1ccc(C)cc1C	59.1	-1.4%	-13.1%	-2.9%	-4.9%	-8.1%	0.4%
CC(C)(C)NC(=S)N/N=C/c1cc(Br)c(O)c(Br)c1	-12.1	-1.9%	2.5%	-22.8%	69.6%[activator]	-42.6%	5.4%
NC(=O)CN1C(=O)C(O)(CC(=O)c2ccccc2O)c2ccccc21 (centres undefined)	-26.6	-9.1%	-8.5%	2.9%	-9.2%	-36.6%	2.1%
Oc1ccccc1CN(CCc1ccccc1)Cc1ccccc1	29.1	-13.2%	3.9%	-0.3%	-24.2%	-41.3%	-0.4%
CCN(CC)C(=O)C1=C(C)N(Cc2ccccc2)C(=O)C(CC(=O)NC(c2ccccc2)c2ccccc2)C1 (centres undefined)	-10.5	.	2.9%	.	-3.8%	.	.
O=C(NCCc1ccccn1)c1cc2ccccc2o1	-0.9	1.2%	-1.6%	3.6%	2.8%	-4.2%	-6.4%
Cc1nnc(SCC(=O)N/N=C/c2cc(Cl)c(O)c(Cl)c2)s1	-11.0	-11.1%	-7.0%	-5.1%	11.8%[2.32 µM]	-10.4%	-3.4%
